Screens (PubChem BioAssay)
Pin1 inhibitor = inhibitors of human Pin1. Pin1 FP peptide displacement, HiFluor488, 10 min. Potency, µM (titrated, usually from 115 µM), inactives show at the highest dose activity, negative = inhibition, most hits filed as inhibitors. 390,000 compounds, 0.009% hits; active = well fitted inhibition curve with a large enough effect in the polarisation, with a control signal flat, not every such curve was filed as active; inconclusive = small, poorly fitted or top-dose-only effect, or effect the other way, or a change in a side signal; inactive = no such curve, though single readings can be large or run the other way; the % refers to the polarisation; note: % is set by controls: 0 for no effect and ±100 for the full control effect
JMJD2A Tudor = blocks the human JMJD2A Tudor domain; AlphaScreen JMJD2A-Tudor / H3K4me3 peptide binding; Potency, µM (highest dose often 114 µM), for the others: top-dose activity change, negative = inhibition, most hits filed as inhibitors; O75164; AID 504339; 390,000 compounds, 4.4% hits; note: % is set by controls: 0 for no effect and ±100 for the full control effect; nearly all actives have a fitted effect of over 50% in size
Pol iota inh = inhibitors of human DNA polymerase iota; Potency, µM (highest dose often 115 µM), without a hit: at the highest dose activity, negative = inhibition, usual class: inhibitors; Pol iota fluorescent replication assay, 10 min; AID 588590; Q9UNA4; 390,000 compounds, 1% hits
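Pol iota at 10 nM preincubated 15 min with compounds at room temperature; reaction started with fluorescent substrate, 50 nM final. Fluorescence read kinetically at 0 and 10 min; buffer-only wells as negative control.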
BAZ2B block = blocks human BAZ2B | AlphaScreen BAZ2B-H3K14Ac peptide displacement | AID 504333 | 360,000 compounds, 4.4% hits | Potency, µM (top dose mostly 114 µM), for inactives: at the top dose activity change, negative = inhibition, hits mostly inhibitors; note: % is set by controls: 0 for no effect and ±100 for the full control effect; nearly all actives have a fitted effect of over 60% in size
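AlphaScreen displacement of biotin-H3(5-23)K14Ac peptide (50 nM final) from BAZ2B (50 nM final) in PBS pH 7.4, 0.01% Tween-20; complex preformed 30 min RT, then compounds (top 110 uM) 30 min RT, beads 20 min dark.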
BLM helicase inh = blocks DNA unwinding by human BLM helicase; Potency, µM (highest dose often 56.1 µM), without a hit: at the highest dose activity change, negative = inhibition, usual class: inhibitors; 350,000 compounds, 0.2% hits; P54132; AID 2528; recombinant BLM DNA unwinding, fluorescence dequenching;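 note: plate controls were vehicle for no effect and no enzyme for full effect; nearly all actives have a fitted effect of over 35% in size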
GLS inh = glutaminase GLS (human) inhibition | O94925 | GLS enzymatic activity, qHTS titration | Potency, µM (titrated, usually from 45.5 µM), for the others: at the highest dose activity change, negative = inhibition, hits mostly inhibitors | 410,000 compounds, 0.21% hits; note: % is set by controls: 0 for no effect and ±100 for the full control effect
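hKGA in 45 mM KH2PO4 (pH 8.2), 0.02% Tween-20 with compound, then 1mM L-Glutamine (stock as added) plus glutamate oxidase/HRP/Amplex red coupling mix. Fluorescence read initially and after 30 min at RT; signal change reflects glutamate formation.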
HP1b chromo inh = HP1-beta chromodomain-methylated histone interaction inhibition; P83916; AlphaScreen HP1-beta / biotin-H3K9me3 peptide binding; Potency, µM (doses to about 114 µM), inactives show at the highest dose activity change, negative = inhibition, hits mostly inhibitors; 390,000 compounds, 0.56% hits; AID 540317; note: nearly all actives have a fitted effect of over 70% in size; inactives centre near 23
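HP1-beta protein (50 nM final) preincubated 30 min at room temperature with biotinylated H3(1-18)K9me3 peptide (50 nM) in PBS pH 7.4, 0.01% Tween-20, then compound added for 30 min. AlphaScreen streptavidin donor/nickel chelate acceptor beads (10 ug/mL final), 30 min dark, luminescence read.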
G9a inh = inhibitors of human histone lysine methyltransferase G9a. G9a H3K9 monomethylation, AlphaScreen, 2 h. Potency, µM (titrated, usually from 102 µM), without a hit: at the highest dose activity, negative = inhibition, actives largely listed as inhibitors. 350,000 compounds, 8.8% hits. Q96KQ7. AID 504332; note: % is set by controls: 0 for no effect and ±100 for the full control effect; nearly all actives have a fitted effect of over 75% in size
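Enzyme 20 nM + cpd, 15 min RT; add b-H3K9 pep 500 nM / SAM 20 uM; 2 h RT; anti-H3K9me1 Ab 0.5 ug/mL + SA donor / anti-rabbit acceptor beads 20 ug/mL each, 10 min; AlphaScreen read.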
Tb PGK inh = T. brucei PGK inhibition; P07378; PGK/GAPDH coupled, Kinase-Glo luminescence, 60 min; Potency, µM (titrated, usually from 57.5 µM), without a hit: top-dose activity change, negative = inhibition, usual class: inhibitors; 380,000 compounds, 0.043% hits; AID 602233; note: % is set by controls: 0 for no effect and ±100 for the full control effect; nearly all actives have a fitted effect of over 60% in size
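Luminescent ATP detection (Kinase-Glo Plus) follows a 60-minute room-temperature incubation, with wells lacking PGK as controls. Buffer: 100 mM TEA (pH 7.6), 5 mM MgCl2, 0.01% Tween-20. Coupling enzyme GAPDH (100 nM final) supplies unstable 1,3-BPG in-well.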
Active calls of the source: *; i = inactive; ? = inconclusive; . = not tested or not shown; [ ] = dose if it differs, or a comment. Unless noted, calls come from the whole dose curve; as a rule, active = well fitted curve in the direction sought with a large enough effect; inconclusive = small, poorly fitted or top-dose-only effect, or another doubt; inactive = no such curve, though single readings can be large; an effect the other way counts as inactive or inconclusive. Potency is the fitted concentration of half-maximal effect. The list is partial; count on the stated rates, not on these rows.

The first 2 records, to show the layout:
Short forms – A = Pin1 inhibitor; B = JMJD2A Tudor; C = Pol iota inh; D = BAZ2B block; E = BLM helicase inh; F = GLS inh; G = HP1b chromo inh; H = G9a inh; I = Tb PGK inh
> COc1ccc(OCC(=O)OCC(=O)Nc2ccc(S(=O)(=O)N3CCCCC3)cc2)cc1
  A = 10%; B = -30%; C = 3%; D = -6%; E = -9%; F = 1%; G = -3%; H = -6%[2.33 µM]; I = -5%
> Cc1ccc(C)n1-c1cc([N+](=O)[O-])ccc1-n1ccnc1
  A = -6%; B = -30%; C = 2%; D = -30%; E = -1%; F = -6%; G = 2%; H = -22%; I = -10%

All compounds of this part, repeating the preview:
Short forms – A = Pin1 inhibitor; B = JMJD2A Tudor; C = Pol iota inh; D = BAZ2B block; E = BLM helicase inh; F = GLS inh; G = HP1b chromo inh; H = G9a inh; I = Tb PGK inh
> COc1ccc(OCC(=O)OCC(=O)Nc2ccc(S(=O)(=O)N3CCCCC3)cc2)cc1
  A = 10%; B = -30%; C = 3%; D = -6%; E = -9%; F = 1%; G = -3%; H = -6%[2.33 µM]; I = -5%
> Cc1ccc(C)n1-c1cc([N+](=O)[O-])ccc1-n1ccnc1
  A = -6%; B = -30%; C = 2%; D = -30%; E = -1%; F = -6%; G = 2%; H = -22%; I = -10%
> O=C(NC(=O)N1CCCCCC1)c1ccc(Cl)cc1
  A = 1%; B = -17%; C = 15%; D = 1%; E = -1%; F = 2%; G = 33%; H = 56%[activator]; I = 1%
> O=C(C1CCN(S(=O)(=O)c2ccccc2)CC1)N1CCN(Cc2ccc3c(c2)OCO3)CC1
  A = -7%; B = -18%; C = 20%; D = -1%; E = -2%; F = 6%; G = -2%; H = 88%[activator]; I = i
> CCOc1cc(C#N)c(NC(=O)c2cccnc2)cc1OCC
  A = -1%; B = 2%; C = 13%; D = 0%; E = 1%; F = -1%; G = 19%; H = 13%; I = 4%
> O=C(Nc1ccccc1C(=O)OCc1nnc(-c2ccccc2)o1)c1ccco1
  A = 14%; B = -14%; C = 3%; D = 12%; E = -5%; F = 7%; G = 13%; H = 15%[59 µM]; I = -3%
> CCOc1ccc(Nc2ncnc(N)n2)cc1
  A = 3%; B = -9%; C = 18%; D = -12%; E = -4%; F = 0%; G = 16%; H = -3%[12.7 µM]; I = -3%
> Cc1ccc2cccc(OCC(=O)NCCC3=CCCCC3)c2n1
  A = 3%; B = -10%; C = 3%; D = .; E = .; F = 2%; G = 15%; H = .; I = 1%
> O=C(COC(=O)c1ccc(Cl)nc1)NC(=O)c1ccc(OC(F)F)cc1
  A = 1%; B = 1%; C = 43%[activator]; D = -3%; E = .; F = 6%; G = 34%; H = -2%[0.501 µM]; I = 6%
> COc1ccc(-n2nc(C(=O)NCC(=O)N3CCN(Cc4ccc5c(c4)OCO5)CC3)c3ccccc3c2=O)cc1OC
  A = -3%; B = -11%; C = 29%; D = -15%; E = -5%; F = -4%; G = 25%; H = 8%; I = i
> O=C(COC(=O)C1=COCCO1)Nc1cc(S(=O)(=O)N2CCCCC2)ccc1Cl
  A = -5%; B = -13%; C = 151%[activator]; D = .; E = -3%; F = -1%; G = 19%; H = -44%; I = 1%
> Cc1ccc(-c2csc(N/N=C/C=C/c3ccccc3)n2)cc1
  A = 11%; B = -13%; C = -25%[58.9 µM]; D = -34%[57.1 µM]; E = -7%; F = 16%; G = -11%; H = -10%; I = 11%
> CCCOc1ccc(N2C(=O)CC(NCc3ccc(S(N)(=O)=O)cc3)C2=O)cc1 (configuration not stated)
  A = 2%; B = -1%; C = 56%[activator]; D = -12%; E = -4%; F = -1%; G = 25%; H = -33%; I = 3%
> COc1ccccc1N1CCN(/N=C/c2cc([N+](=O)[O-])ccc2Cl)CC1
  A = 1%; B = ?; C = -18%; D = 7.9µM*; E = -9%; F = 3%; G = -20%; H = ?; I = -8%
> Cc1cc(Cl)cc(Br)c1OCCCNCC(C)O (configuration not stated)
  A = -8%; B = 3%; C = -9%; D = -17%; E = 2%; F = -12%; G = 47%[activator]; H = 3%; I = -7%
> CCOC(=O)Cc1nnc(NC(=O)C(CC)Sc2nc(C)cc(C)n2)s1 (configuration not stated)
  A = 10%; B = -12%; C = 7%; D = 9%; E = 1%; F = 3%; G = 48%[activator]; H = 11%; I = -2%
> CC1CCN=C(N)S1 (configuration not stated)
  A = 1%; B = -18%; C = 5%[58.9 µM]; D = .; E = .; F = 0%; G = 21%; H = 3.2µM*; I = -1%
> COc1ccc(CN(C(=O)c2ccc(-c3ccccc3)[nH]2)C(C(=O)NCC2CCCO2)c2ccc(C)o2)cc1 (configuration not stated)
  A = 21%; B = ?; C = 7%; D = 45µM*; E = -12%; F = 11%; G = -18%; H = -11%[0.501 µM]; I = 3%
> Cc1cc(N2C(=O)C3CC=CCC3C2=O)no1 (configuration not stated)
  A = -6%; B = -23%; C = 5%; D = 0%; E = 4%; F = 2%; G = 10%; H = 9%[59 µM]; I = 0%
> CC(C)NC(=O)C1CC=CCC1C(=O)O (configuration not stated)
  A = 11%; B = -4%; C = 16%; D = 8%; E = -1%; F = -1%; G = 33%; H = 22%[59 µM]; I = -5%
> CCN(CC)S(=O)(=O)c1ccc(N/N=C(\C)c2ccncc2)c([N+](=O)[O-])c1
  A = -14%; B = -16%; C = 30%; D = 2%; E = -3%; F = -1%; G = -30%; H = 15%; I = -5%
> NS(=O)(=O)c1cc2c(cc1Cl)NC(c1ccccc1OCC(=O)O)NS2(=O)=O (configuration not stated)
  A = 1%; B = 7%; C = 70%[activator]; D = 10%; E = 0%; F = -7%; G = 47%[activator]; H = 14%; I = -17%
> Cc1cccc(N2CCN(C(=O)c3ccc(NS(=O)(=O)c4ccc5[nH]c(=O)[nH]c5c4)cc3)CC2)c1C
  A = 2%; B = ?; C = 5%; D = ?; E = -9%; F = 2%; G = -16%; H = .; I = 0%
> O=C1OCc2ccc(NC(=O)C3CCCCC3)cc21
  A = 1%; B = -10%; C = 10%; D = -28%; E = 3%; F = -2%; G = 34%; H = -39%; I = 9%
> C=CCN(c1ccccc1)S(=O)(=O)c1cccc(C(=O)N2CC(C)CC(C)C2)c1 (configuration not stated)
  A = 2%; B = -2%; C = -8%; D = -1%; E = -8%; F = 8%; G = 40%[activator]; H = 15%; I = i
> Cc1ccc(CCc2nnc(SCC(=O)Nc3ccccc3Cl)n2-c2ccccc2)o1
  A = 8%; B = -33%; C = 9%; D = ?; E = -3%; F = 5%; G = -4%; H = 28µM*; I = -4%
> O=c1c2cccnc2n(Cc2ccc(Cl)cc2)c(=O)n1Cc1ccc(F)cc1
  A = -5%; B = 2%; C = 35%[activator]; D = -2%; E = -7%; F = -5%; G = 47%[activator]; H = 8%[59 µM]; I = -4%
> O=C(Oc1cc(=O)n2ccccc2n1)c1ccccc1
  A = 3%; B = -6%; C = 117%[activator]; D = -2%; E = -3%; F = -9%; G = 47%[activator]; H = 18µM*; I = 1%
> O=C(NNC(=S)Nc1ccccc1Cl)c1ccccc1Cl
  A = -6%; B = -14%; C = 9%; D = ?; E = -3%; F = 14%; G = 26%; H = ?; I = -10%
> CC(C)NC(=O)CSc1nc(Cc2ccccc2)nc2ccccc12
  A = 1%; B = -6%; C = 74%[activator]; D = -1%; E = -10%; F = -7%; G = 29%; H = .; I = -6%
> COC(=O)c1[nH]c2cc(OC)ccc2c1NC(=O)CN1CCC(C(N)=O)(N2CCCCC2)CC1
  A = -1%; B = -7%; C = 2%; D = 1%; E = -3%; F = 21%; G = 22%; H = ?; I = 5%
> Cc1[nH]nc(-c2ccc(OCc3cnn(-c4ccccc4)c3)cc2O)c1Oc1ccc(F)cc1
  A = 10%; B = -16%; C = -3%; D = -7%; E = -24%; F = -2%; G = 34%; H = 27%; I = i
> C/C(=N\Nc1cc(Cl)nc(C)n1)c1ccc(Cl)c(Cl)c1
  A = 0%; B = -18%; C = -11%; D = -8%; E = 7%; F = -11%; G = 6%; H = -48%[12.7 µM]; I = -19%
> O=C(CCC(=O)N1CCSc2ccccc21)NCc1cccc(Br)c1
  A = -4%; B = -11%; C = 8%; D = 17%; E = -7%; F = -1%; G = 47%[activator]; H = .; I = -8%
> Cn1ncc(C#N)c1NC(=O)C1CC(c2ccc(Cl)cc2)=NO1 (configuration not stated)
  A = -5%; B = 4%; C = 17%; D = 3%; E = -3%; F = -9%; G = 48%[activator]; H = ?; I = -5%
> COc1ccccc1NC(=O)c1oc2ccccc2c1NC(=O)Cc1cccs1
  A = 10%; B = -24%; C = 1%; D = -11%; E = -7%; F = -24%; G = 36%; H = 6%[59 µM]; I = 2%
> CC(OC(=O)c1ccc([N+](=O)[O-])s1)C(=O)NC1CCCCC1C (configuration not stated)
  A = 7%; B = -21%; C = ?; D = 14%; E = .; F = -3%; G = 11%; H = 13%[12.7 µM]; I = -1%
> CC1=CC(C)[C@H](/C=N/n2c(=O)[nH]c3c([nH]c4ccc(Br)cc43)c2=O)C(C)C1 (some centres not stated)
  A = 6%; B = -13%; C = 126%[activator]; D = -3%; E = 1%; F = -7%; G = 25%; H = 18%[59 µM]; I = 6%
> COc1ccc(NC(=O)CCc2ccccc2)cc1NC(=O)c1ccco1
  A = 5%; B = -9%; C = -10%[58.9 µM]; D = 0%; E = -4%; F = -3%; G = 22%; H = 17%[59 µM]; I = -6%
> O=C(CC1SC(=O)N(c2ccccc2)C1=O)Nc1ccc(Br)cc1 (configuration not stated)
  A = -4%; B = -17%; C = 84%[activator]; D = ?; E = -11%; F = ?; G = 22%; H = .; I = 2%
> Cc1oc(-c2cccs2)nc1CN1CC[C@@](O)(c2ccccc2)[C@H]2CCCC[C@@H]21
  A = 1%; B = -26%; C = 45%[activator]; D = -17%; E = -2%; F = -3%; G = 42%[activator]; H = ?; I = 8%
> CCOC(=O)C1C(=O)NC(c2ccccc2)=NC1c1ccc(C(C)C)cc1 (configuration not stated)
  A = 3%; B = 6%[11.4 µM]; C = 1%; D = 7%; E = -4%; F = -7%; G = -7%; H = -8%[59 µM]; I = -6%
> CN1C(=S)SC(C)(C)C1(C)NO (configuration not stated)
  A = 0%; B = -17%; C = 20%; D = -2%; E = -1%; F = 11%; G = -12%; H = ?; I = i
